PGC1a acetyl inh – modulators of PGC1a acetylation; U2OS PGC1a acetylation, AlphaScreen anti-acetyl-lysine; with virally co-expressed GCN5 acetyltransferase; inhibition, % at 15.6 µM; hit rate 0.17% among 350,000; AID 651687;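 active = every replicate shows inhibition of at least 40%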;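 note: 0% = neutral control wells and 100% = positive control wells; some results beyond the cut were filed as inactive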
LGR2 antag – blocks bursicon-induced cAMP signaling via Drosophila LGR2 | hit rate 0.35% among 380,000 | HEK293 LGR2, CRE-luciferase, bursicon-stimulated, 4 h | AID 720647 | inhibition, % at 9.99 µM;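 active = drop in luminescence signal, shown as inhibition above about 50% in the replicate tests, limit read from the data, passing the limit was not always enough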;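 note: agonist challenge used bursicon conditioned medium at about half maximal strength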
FN deposition inh – fibronectin deposition inhibition. inhibition, % at 12.6 µM. hit rate 0.086% among 350,000. AH1F fibroblasts, Alexa488-fibronectin deposition fluorescence, overnight;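 active = mean inhibition across replicates of 30% or more, regardless of how many single replicates reach that level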;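 note: positive control wells lacked labelled fibronectin entirely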
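Material – AH1F fibroblast monolayer, labelled fibronectin deposition · Reagent – labelled fibronectin 24 nM · Timing – 1 h adhesion, overnight exposure · Measured by – fluorescence at 485 nm excitation, 525 nm emission · Read-out – inhibition of fibronectin deposition signal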
Casp6 inh – blocks human caspase-6 cleavage activity | AID 686996 | hit rate 0.53% among 350,000 | inhibition, % at 12.5 µM | purified caspase-6, Z-VEID-R110 cleavage fluorescence;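 active = mean inhibition across replicates at least about 35%, with every replicate also reaching that limit, limit read from the data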;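 note: 0% = median of neutral control wells and 100% = no fluorescence left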
Target sequence (P55212 24-179 limits assumed): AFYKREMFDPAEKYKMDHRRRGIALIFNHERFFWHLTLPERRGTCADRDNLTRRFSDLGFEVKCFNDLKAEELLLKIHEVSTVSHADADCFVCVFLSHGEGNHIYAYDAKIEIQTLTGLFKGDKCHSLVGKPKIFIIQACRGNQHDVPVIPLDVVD
Target sequence (P55212 194-293 limits assumed): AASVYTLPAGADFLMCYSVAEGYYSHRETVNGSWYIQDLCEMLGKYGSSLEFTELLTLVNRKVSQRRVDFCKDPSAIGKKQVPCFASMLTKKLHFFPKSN
Cneo AK release – causes C. neoformans cell lysis; adenylate kinase release luminescence, 4 h; normalised: neutral wells 0, clomiphene wells 100; lysis activity, % at 15 µM; hit rate 0.2% among 360,000; AID 651654;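 active = mean lysis activity across replicates of at least 80%, whatever share of replicates individually reach that level; inactive = mean lysis activity below 80%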
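Assay system: log-phase C. neoformans yeast / Quantity: yeast cell density of 5 × 10^6 cells/mL / Medium: fresh YPD growth medium / Compound: single dose / Timing: static 4 h at 37 °C with compound, 1 h detection / Measured by: adenylate kinase release luminescence / Read-out: lysis from increased AK signal / Benchmarks: Clomiphene as positive lysis control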
PAX8 inh HTS – lowers PAX8-driven luciferase in RMG-I cells; inhibition, % at 12.6 µM; RMG-I TPO-luciferase reporter, SteadyGlo, 24 h; hit rate 1.2% among 360,000;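 active = mean replicate inhibition at least 60% with every replicate also reaching 60%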;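 note: luciferase light reporting Pax8 driven TPO promoter activity; plate controls were median of neutral control wells for no effect and mitoxantrone controls for full effect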
miR122 inh – miR-122 inhibition in Huh7 cells; Huh7 miR-122 Renilla luciferase sensor, 48 h; neutral wells = 0, positive control = 100; activation (reporter increase), % at 12.5 µM; hit rate 0.3% among 340,000;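 active = mean replicate activation score at least 90 and every replicate individually at or above 90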;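 note: higher luciferase means less miR-122 activity so hits act as miR-122 inhibitors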
EWS-Fli inh – EWS/Fli transcriptional activity inhibition. A673 NR0B1-luciferase reporter, viability-normalised. inhibition, % at 12.6 µM. hit rate 0.67% among 350,000. AID 651661;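 active = mean inhibition of at least 50% after viability correction, with every replicate also passing that limit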;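 note: firefly luciferase signal divided by Alamar Blue viability fluorescence both relative to DMSO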
An asterisk follows results filed as active; . = no result given; [ ] = another dose, or the depositor's remark. An unsorted share of the library; about 2.5% have a hit in one of these screens.

Key to letters – A = PGC1a acetyl inh; B = LGR2 antag; C = FN deposition inh; D = Casp6 inh; E = Cneo AK release; F = PAX8 inh HTS; G = miR122 inh; H = EWS-Fli inh
O=C(C1COc2ccccc2O1)N1CCN(S(=O)(=O)c2cc(F)ccc2F)CC1 (stereo unspecified)
  A: 1	B: 1	C: 3	D: -1	E: 0	F: -7	G: -10	H: -1

C[C@H](NC(=O)[C@@H]1Cc2ccccc2CN1C(=O)OC(C)(C)C)C(=O)NCC1CCCO1 (stereo partly specified)
  A: 0	B: 4	C: 4	D: -1	E: 4	F: -8	G: 7	H: .

Cn1cc([C@]2(O)C(=O)Nc3cccc(Cl)c32)c2ccccc21
  A: .	B: 1	C: 3	D: 3	E: .	F: 9	G: .	H: -10

O=C(C[C@H]1CC[C@@H]2[C@H](COC[C@H](O)CN2Cc2ccccc2)O1)N1CCOCC1
  A: 6	B: -4	C: 1	D: 0	E: -1	F: 0	G: -2[16.7 µM]	H: 3

COC(=O)Cn1c(=O)c2c(nc3n2CCCN3CCc2ccc(OC)c(OC)c2)n(C)c1=O
  A: 5	B: -7	C: 12	D: 5	E: 0	F: -2	G: 11	H: 1

Cc1cc(=O)[nH]c(SCC(=O)Nc2ccnc3ccccc23)n1
  A: .	B: -4	C: -13	D: -5	E: .	F: 8	G: .	H: -11

Cc1ccc2nc(C)c(C(=O)N/N=C/c3ccc(C(=O)O)cc3)cc2c1
  A: -5	B: 7	C: 2	D: -1	E: .	F: 11	G: .	H: 4

COC(=O)c1ccc2nc(-c3ccc(C)cc3)c(Cc3ccccc3)n2c1
  A: .	B: -36	C: 0	D: 1	E: .	F: -7	G: .	H: 3

Cc1ccc(F)c(S(=O)(=O)NC(=O)C2(C)CCN2C(=O)Cc2ccccc2)c1 (stereo unspecified)
  A: 5	B: -6	C: 1	D: 1	E: -1	F: -3	G: -2	H: 1

CCOc1ccc(CN2CCN(Cc3ccc4cc(F)ccc4n3)CC2CCO)cc1 (stereo unspecified)
  A: 9	B: -3	C: -1	D: 0	E: 0	F: 28	G: -2	H: 21

CN1CCN(c2ccc(NC(=O)Cc3ccccc3)cc2)CC1
  A: -4	B: .	C: -7	D: .	E: 2	F: -132	G: 6	H: .

COc1ccc(CC(NC(C)=O)C(=O)NC2CCN(C(=O)c3ccc(OC)c(OC)c3)CC2)cc1OC (stereo unspecified)
  A: .	B: -10	C: -4	D: 2	E: .	F: 5	G: .	H: 15

CCOC(=O)c1cn2nc(Oc3ccccc3)ccc2n1
  A: 0	B: -21	C: 9	D: -2	E: -4	F: -6	G: 6	H: -12

Cc1ccccc1N/C(SCc1ccc(Cl)cc1)=C(/C#N)C(N)=O
  A: .	B: 20	C: -4	D: .	E: 4	F: 0	G: 45	H: 0

CC(C)CCN(C(=O)Nc1ccc(Cl)cc1)C1CCN(C(C)C)CC1
  A: 2	B: -11	C: -6	D: 0	E: .	F: -16	G: -2	H: 14

CN1CCN(C2Cc3ccc(Cl)cc3Sc3ccc(F)cc32)CC1 (stereo unspecified)
  A: -1	B: 20	C: 0	D: 10	E: 0	F: 15	G: -3	H: 30

O=S(=O)(NN1CCOCC1)c1ccc(Br)s1
  A: .	B: -4	C: .	D: -1	E: 1	F: 3	G: .	H: -4

C[C@@H]1CCCCO[C@@H](CN(C)C(=O)c2ccccc2)[C@H](C)CN([C@H](C)CO)C(=O)c2cc(NS(=O)(=O)c3ccc(Cl)cc3)ccc2O1
  A: 4	B: 16	C: 5	D: 0	E: -2	F: 33	G: -8[16.7 µM]	H: 5

C[C@@H]1CN([C@@H](C)CO)S(=O)(=O)c2ccc(-c3cccc(F)c3)cc2O[C@H]1CN(C)C
  A: 22	B: -13	C: 2	D: 3	E: -7	F: .	G: -3[16.7 µM]	H: 7

Cc1cc(NC(=O)CSc2nnc(-c3cccnc3)n2C)no1
  A: 1	B: 17	C: -1	D: .	E: 7	F: .	G: 1	H: .

O=C(N[C@@H]1CC[C@H](CCNS(=O)(=O)Cc2ccccc2)O[C@H]1CO)c1ccc2c(c1)OCO2
  A: -20	B: 11	C: 2	D: 0	E: -1	F: 12	G: .	H: 7

CCC(C)(C)n1nnnc1CN1CCSCC1
  A: -10	B: 0	C: .	D: 16	E: 2	F: .	G: 1	H: 10

COc1ccccc1-c1cnc2c(c1)C(=O)N([C@@H](C)CO)C[C@@H](C)[C@@H](CN(C)C(=O)CN(C)C)O2
  A: 2	B: -17	C: 1	D: 2	E: 2	F: .	G: -5[16.7 µM]	H: -14

COc1cccc(S(=O)(=O)Nc2ccc3c(c2)[C@H]2C[C@H](CC(=O)N(C)C)O[C@H](CO)[C@H]2O3)c1
  A: -3	B: -3	C: -6	D: 1	E: 15	F: .	G: 2[16.7 µM]	H: 3

O=C(NC(=S)Nc1cc([N+](=O)[O-])ccc1O)c1cccnc1
  A: -11	B: -17	C: .	D: -1	E: .	F: -71	G: .	H: -9

CCOc1ccc(NC(=O)CCC(=O)NNC(=O)c2cccc([N+](=O)[O-])c2)cc1
  A: .	B: 5	C: 8	D: 0	E: .	F: 11	G: .	H: -9

CC(C)NC(=O)Nc1ccc2c(c1)C(=O)N([C@@H](C)CO)C[C@H](C)[C@H](CN(C)S(=O)(=O)c1cccs1)OCCCC[C@@H](C)O2
  A: 5	B: 19	C: -10	D: 1	E: 0	F: 18	G: -2[16.7 µM]	H: -13

Cc1cccc(-c2nnc(SCCOc3ccc4c(C)cc(=O)oc4c3)o2)c1
  A: 14	B: 5	C: .	D: .	E: 14	F: .	G: 3	H: .

CCOC(=O)c1c[nH]n(-c2ccc(C)cc2)c1=O
  A: .	B: -6	C: 0	D: -8	E: 1	F: -11	G: 0	H: -23

CC(C)(C)S(=O)N1Cc2cc(CO)ccc2[C@@H]1CCO (stereo partly specified)
  A: 20	B: 9	C: 3	D: 3	E: 6	F: 0	G: -4	H: 5

C[C@@H]1CCCCO[C@H](CN(C)C(=O)CCC(F)(F)F)[C@@H](C)CN([C@@H](C)CO)C(=O)c2cc(NC(=O)c3ccccc3)ccc2O1
  A: 2	B: -9	C: -13	D: 3	E: 59	F: 15	G: 3[16.7 µM]	H: 4

COCC(=O)N1CC(=O)N2[C@H](C1)[C@H](c1ccc(C#Cc3cccnc3)cc1)[C@@H]2CO
  A: 11	B: 9	C: .	D: 2	E: .	F: -40	G: .	H: -4

CCC(=NNC(=O)c1ccc2c(c1)nc(C)n2CC)c1cc(F)ccc1O
  A: 8	B: -12	C: 12	D: -8	E: .	F: 14	G: -3	H: -6

O=C(Cn1[nH]c(=O)c2ccccc2c1=O)OCC(=O)c1ccccc1Cl
  A: .	B: 4	C: 0	D: -2	E: -1	F: -5	G: -6	H: -3

COc1cccc(CNC(=O)C[C@@H]2CC[C@@H]3[C@H](COc4ccc(NS(=O)(=O)c5ccccc5F)cc4C(=O)N3C)O2)c1
  A: 2	B: -18	C: -3	D: 1	E: 1	F: -5	G: -10[16.7 µM]	H: -3

O=C(Nc1ccc(Cl)cc1)C1CCCC1
  A: .	B: 7	C: -2	D: -1	E: -2	F: -19	G: -4	H: -11

Cc1ccc(NC(=O)CN(C)C(C)C(=O)Nc2ccc(S(=O)(=O)N3CCCC3)cc2)cc1 (stereo unspecified)
  A: .	B: 2	C: -1	D: 2	E: 0	F: 24	G: -1	H: -1

CCCNC(=O)[C@@H]1[C@@H](CO)[C@@H]2Cn3c(ccc(-c4cccnc4)c3=O)[C@@H]2N1CCC
  A: .	B: 3	C: .	D: 3	E: 4	F: 7	G: -4[16.7 µM]	H: 5

COC(=O)CCCC1=CC2=C(c3ccccc3)C(=O)C(C)(OC(=O)C3CCCC3)C(=O)C2=CN1CC1CC1 (stereo unspecified)
  A: .	B: -5	C: 5	D: 4	E: -7	F: -1	G: .	H: -1

Cc1ccc(S(=O)(=O)Nc2ccccc2CNC2CCCCC2)cc1
  A: 0	B: -5	C: -1	D: 3	E: .	F: 0	G: .	H: -13

CCC(=O)N1[C@@H](CO)[C@@H](c2ccc(-c3cccc(OC)c3)cc2)C12CN(C(C)=O)C2
  A: -3	B: -1	C: -2	D: 1	E: .	F: .	G: .	H: -4

CNC[C@H]1Oc2c(cccc2N(C)C)C(=O)N([C@H](C)CO)C[C@H]1C
  A: -4	B: 5	C: -8	D: -1	E: 0	F: -9	G: -4[16.7 µM]	H: -1

CCOC(=O)N1CCN(C(=O)C[C@@H]2C[C@@]3(C(=O)OCC)CCCC=C3N(Cc3ccccc3)C2=O)CC1
  A: .	B: -4	C: 4	D: -2	E: .	F: -14	G: .	H: -7

NNC(=O)c1cccc(COc2cccc(Br)c2)c1
  A: 6	B: -80	C: 2	D: .	E: 3	F: .	G: 5	H: .

CCC(=O)N1C[C@H](C)[C@H](OC)CN(C)C(=O)c2cc(NC(=O)C3CC3)ccc2OC[C@@H]1C
  A: 3	B: 0	C: -5	D: 4	E: -2	F: .	G: 10[16.7 µM]	H: 0

Single records, from the list above. Order of screens: PGC1a acetyl inh | LGR2 antag | FN deposition inh | Casp6 inh | Cneo AK release | PAX8 inh HTS | miR122 inh | EWS-Fli inh
Cc1ccc(NC(=O)CN(C)C(C)C(=O)Nc2ccc(S(=O)(=O)N3CCCC3)cc2)cc1 (stereo unspecified) is entered as . | 2 | -1 | 2 | 0 | 24 | -1 | -1
NNC(=O)c1cccc(COc2cccc(Br)c2)c1 is entered as 6 | -80 | 2 | . | 3 | . | 5 | .

More records follow:
Key to letters – A = PGC1a acetyl inh; B = LGR2 antag; C = FN deposition inh; D = Casp6 inh; E = Cneo AK release; F = PAX8 inh HTS; G = miR122 inh; H = EWS-Fli inh
CC1(C)OC2OC(COC(=O)c3ccccc3)C3OC(C)(C)OC3C2O1 (stereo unspecified)
  A: .	B: -20	C: 0	D: 2	E: 0	F: -19	G: 3	H: -15

CC(=O)C1=C(O)CCC1=NCCc1ccccc1
  A: -3	B: 6	C: .	D: -3	E: 1	F: .	G: -2	H: -7

C[C@H](CO)N1C[C@H](C)[C@@H](CN(C)Cc2ccncc2)Oc2cc(C3=CCCC3)ccc2S1(=O)=O
  A: 12	B: 13	C: 2	D: 0	E: 0	F: .	G: 6[16.7 µM]	H: -8

C[C@H]1CN([C@@H](C)CO)C(=O)c2cccc(NS(C)(=O)=O)c2O[C@H]1CN(C)C(=O)Nc1ccc(F)cc1
  A: 7	B: -9	C: 0	D: 0	E: 47	F: -8	G: 6[16.7 µM]	H: 0

C[C@H]1CN([C@@H](C)CO)C(=O)c2cc(NS(=O)(=O)c3ccc(Cl)cc3)ccc2O[C@@H]1CN(C)Cc1ccc(Cl)c(Cl)c1
  A: 5	B: 4	C: .	D: .	E: -8	F: 8	G: 9[16.7 µM]	H: -1

O=C(COC(=O)CCN1C(=O)C2CC=CCC2C1=O)NCCc1ccccc1 (stereo unspecified)
  A: -2	B: -1	C: 7	D: 1	E: 1	F: -12	G: .	H: .

COC(=O)c1cc(OC)c(OC)cc1NC(=O)c1ccccc1C
  A: 2	B: 6	C: -3	D: 0	E: .	F: 0	G: 11	H: -6
